# Source: PubChem BioAssay (several laboratories)
# hiPSC survival: hiPSC single-cell survival enhancement; ATPlite luminescence; 100% = ROCK inhibitor wells, 0% = DMSO; survival enhancement, % at 20 µM; actives 0.044% (n = 360,000); AID 602274; in the data active means survival enhancement above about 18%;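 further: cells exposed to compounds for 16 hours before the ATP read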
# MITF TRPM1 inh: MITF TRPM1 promoter inhibition in SK-MEL-5 cells; SK-MEL-5 TRPM1 promoter luciferase, 24 h; inhibition, % at 12.5 µM; actives 0.83% (n = 330,000); AID 488899;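 active means mean inhibition across replicates of 60% or more, whatever share of single replicates reaches that level; inconclusive means some that reach 60%, reason not given; inactive means mean inhibition across replicates below 60%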; further: values of inactives mirror those of a sister screen read the other way
# NR2E3 ag-1: agonists of human NR2E3 nuclear receptor; Q9Y5X4; CHO-S Gal4-NCOR/VP16-NR2E3 two-hybrid, luciferase; inhibition of corepressor binding, % at 3.98 µM; actives 0.35% (n = 360,000); AID 602229;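 active means inhibition above the mean of all tested compounds plus 3 SD, cut at about 70% in these data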;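 further: 0% = DMSO with NR2E3 transfected cells and 100% = cells lacking NR2E3 construct; higher means lower luciferase signal from less NR2E3 corepressor binding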
# Target sequence (Q9Y5X4 whole entry, looked up, the tested form may be a part): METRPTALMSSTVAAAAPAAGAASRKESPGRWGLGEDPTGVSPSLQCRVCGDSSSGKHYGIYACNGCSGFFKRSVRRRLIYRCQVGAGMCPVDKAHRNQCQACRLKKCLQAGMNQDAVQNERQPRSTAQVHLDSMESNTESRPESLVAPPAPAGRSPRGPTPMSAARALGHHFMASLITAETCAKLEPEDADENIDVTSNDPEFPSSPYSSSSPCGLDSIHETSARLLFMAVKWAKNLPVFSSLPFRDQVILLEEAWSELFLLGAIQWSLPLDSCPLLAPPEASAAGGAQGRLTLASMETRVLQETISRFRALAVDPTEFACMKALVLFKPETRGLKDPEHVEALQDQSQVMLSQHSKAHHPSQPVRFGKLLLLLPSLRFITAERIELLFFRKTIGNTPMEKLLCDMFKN
# PDI turbidity: PDI (human) enzyme inhibition; PDI insulin aggregation turbidity, A650, 90 min; inhibition, % at 10 µM; actives 0.052% (n = 350,000);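 active means mean inhibition across replicates of 30% or more, whatever share of single replicates reach that level; inconclusive means mean inhibition below 30% while every single replicate reaches 30%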;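 further: absorbance from insulin aggregation driven by PDI reduction with DTT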
# Target sequence (P07237 whole entry, looked up): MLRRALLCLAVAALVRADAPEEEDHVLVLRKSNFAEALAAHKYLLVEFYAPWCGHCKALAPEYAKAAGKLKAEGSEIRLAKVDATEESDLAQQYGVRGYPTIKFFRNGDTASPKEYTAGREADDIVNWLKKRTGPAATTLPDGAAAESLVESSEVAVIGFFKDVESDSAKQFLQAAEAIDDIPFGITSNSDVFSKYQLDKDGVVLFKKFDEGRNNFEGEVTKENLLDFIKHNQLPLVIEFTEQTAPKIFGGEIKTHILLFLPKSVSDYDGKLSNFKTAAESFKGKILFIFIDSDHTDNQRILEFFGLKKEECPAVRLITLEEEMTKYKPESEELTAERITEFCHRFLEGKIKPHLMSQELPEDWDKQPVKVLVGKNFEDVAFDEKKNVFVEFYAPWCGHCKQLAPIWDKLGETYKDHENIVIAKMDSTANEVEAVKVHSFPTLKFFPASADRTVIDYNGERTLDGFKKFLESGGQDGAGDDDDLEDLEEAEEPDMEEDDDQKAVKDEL
# aDG glyco act: alpha-DG glycosylation activation | Pro5-aDG cells, alpha-DG glycosylation AlphaScreen (IIH6); 0% Pro5, 100% B10-LARGE cell signal | activation, % at 10 µM | actives 0.22% (n = 360,000) | AID 624168;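 active means activation of at least 8% versus controls, or a plate z-score of at least 8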;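 further: Pro5 are CHO cells carrying HIG-tagged alpha-DG that lacks glycosylation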
# Vif imaging: HIV Vif inhibition. inhibition, % at 7.49 µM. actives 0.35% (n = 340,000). HEK293T cells, Vif self-association by quenched fluorescence, imaging, 24 h; in the data active means inhibition above about 50%, passing the limit was not always enough; inconclusive means no clear call, values can overlap the other calls; inactive means below about 31%; further: some results filed as inactive read as strong as hits
# HIF-2a inh: inhibitors of HIF-2a; actives 0.72% (n = 360,000); 786-0 RCC cells HIF-2a reporter, luciferase luminescence, overnight; inhibition, % at 18.8 µM;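 active means inhibition of the luminescence signal of 40% or more relative to plate controls, in a single-dose primary screen at 18.75 µM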
# NR2E3 ag-2: agonists of human nuclear receptor NR2E3 | actives 0.12% (n = 320,000) | GST-NR2E3/biotin-RetCOR TR-FRET, 1536-well | Q9Y5X4 | AID 2300 | inhibition of corepressor binding, % at 4.78 µM;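 active means percent inhibition above the cutoff of mean plus 3 SD of all tested compounds, set per screening campaign, cut at about 20% in these data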;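 further: 0% = DMSO wells and 100% = biotin wells as full block of FRET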
#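 Material: NR2E3–RetCOR corepressor complex / Amount: 1.35 nM GST-NR2E3 / Medium: Tris pH 7.5 / Compound: single nominal compound dose of 4.8 µM / Incubation: 5 h at 4 °C / Technique: TR-FRET, Eu(K)-anti-GST donor, streptavidin-D2 acceptor, ex 340, em 617/671 nm / Read-out basis: percent loss of FRET ratio relative to control wells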
# Granule exo inh: lytic granule exocytosis inhibition; TALL-104 LAMP-1 surface exposure, flow cytometry; cells stimulated with thapsigargin and PMA; inhibition, % at 10 µM; actives 0.66% (n = 360,000);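 active means inhibition above about 55%, limit read from the data; inconclusive means no clear call, values can overlap the other calls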
# Peg3 prom inh: reduces Peg3 promoter-driven luciferase expression in HeLa; HeLa PEG-Prom luciferase reporter, luminescence, overnight; inhibition, % at 20 µM; actives 1.7% (n = 360,000); AID 588405;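 active means inhibition of at least 50% at 20 µM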
# CaV13 FRET inh: Disruptors of the CACNA1D IQ motif to Ca2+-dependent inactivation inhibitor domain association, primary screening, Förster resonance energy transfer in intact living … | HEK cells, CFP/YFP FRET ICDI-IQ, plate reader, 10 min; percent FRET-ratio fall versus neutral wells | inhibition, % at 12.3 µM | actives 0.098% (n = 340,000) | AID 743397;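 active means mean replicate inhibition of at least 30% and at least 1% of replicates passing that level; inconclusive means only one of the two criteria is met; inactive means neither criterion is met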;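 further: 0% = median of the neutral control wells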
# * = called active by the depositor; u = inconclusive; x = not tested or not shown.
SMILES,hiPSC survival,MITF TRPM1 inh,NR2E3 ag-1,PDI turbidity,aDG glyco act,Vif imaging,HIF-2a inh,NR2E3 ag-2,Granule exo inh,Peg3 prom inh,CaV13 FRET inh
Cc1ccccc1C(=O)NC1CCN(Cc2ccccc2)CC1,-2.6,8,-2,-7,0.5,0,17,3,8,15,6
COc1ccc(-c2[nH]ncc2CN2CCN(C(=O)c3ccco3)CC2)cc1F,-0.2,3,10,0,0.2,0,24,0,-1,24,-1
CCC1CCCCN1C(=O)CSc1nnc(-c2ccc3c(c2)OCCO3)o1 (stereo unspecified),-3.4,-7,-26,-11,0.1,x,-104,1,-2,-57,-7
O=S(=O)(Nc1ccc(-c2ccc3nncn3n2)cc1)c1ccccc1Cl,0.0,2,24,-4,0.0,26,32,0,6,42,-3
NC(=O)COC(=O)c1cc(-c2ccco2)nc2ccccc12,-0.6,6,-1,6,0.1,-2,3,1,1,-11,-7
COc1ccccc1NC(=O)CCc1c(C)nc2c(-c3ccc(F)cc3)c(C)nn2c1C,0.2,3,4,2,0.2,-10,13,-1,0,15,-6
CCOC(=O)c1c(-c2ccccc2)oc2cc(CN(C)C)c(O)c(CN(C)C)c12,-3.6,31,1,-11,0.3,4,27,2,21,68*,-9
CC(=O)OCC1=C(C(=O)O)N2C(=O)C(NC(=O)CC(C)c3ccccc3)C2SC1 (stereo unspecified),-0.1,4,-30,4,0.2,-6,10,0,-4,15,-5
CN(C)CCCN(C(=O)c1ccc(S(=O)(=O)N2CCCCCC2)cc1)c1nc2ccc(F)cc2s1,-0.6,30,-11,11,0.5,17,7,-2,31,2,-7
O=C1N(c2cccc(Cl)c2)C(c2ccc(Cl)cc2)N2CCCN12 (stereo unspecified),5.7,10,-18,0,0.0,9,8,-3,-2,14,-6
CCN(C(=O)COC(=O)/C=C/c1c(C)nn(-c2ccccc2)c1C)C1CCS(=O)(=O)C1 (stereo unspecified),1.9,9,4,0,-0.1,2,-8,-4,0,-1,-6
Cc1nnc(NC(=O)CSc2nnc(CC(=O)Nc3ccccc3F)n2C)s1,1.4,-3,-7,3,-0.2,27,9,2,-8,11,-3
CC(=O)c1ccc(NC(=O)CCCCCn2nnc3ccccc3c2=O)cc1,3.0,-1,-6,4,-0.2,-1,-9,-2,14,-22,-3
S=c1[nH]nc(-c2ccco2)n1/N=C/C=C/c1ccco1,2.4,13,-10,-1,0.0,6,14,0,-2,22,-17
COC(=O)c1ccccc1NC(=O)c1cc(-c2ccc(C)cc2)on1,0.9,5,16,1,0.2,x,-7,1,0,-23,x
Cc1nn(C(C)C(=O)N2CCCCC2)c(=O)c2c1sc1ccccc12 (stereo unspecified),-0.2,0,-21,-9,0.0,10,6,2,-1,14,-6
CCC(=O)c1ccc(OCC(=O)OCC(=O)NC2CCCC2)cc1,-0.5,-3,7,16,-0.2,0,5,4,0,2,-2
O=C(CNC(=O)c1cccs1)NCCc1ccco1,-0.1,3,18,-1,-0.2,-4,-9,0,0,-22,-4
CCOC(=O)c1c(N)sc(C(=O)N2CCCC2)c1C,2.6,-10,14,0,-0.4,x,-1,-3,-1,4,-1
Cc1nc(N2CCCCCC2)c2ccccc2n1,2.3,18,18,2,0.6,-9,13,5,-3,10,-23
O=C(Nc1cc(Cl)ccc1Cl)C1CC(=O)N(c2ccccc2)C1 (stereo unspecified),0.7,-5,-8,4,0.2,-2,8,3,6,16,-1
Cc1cc(C)c(S(=O)(=O)N2CCN(C(=O)c3cc4ccccc4o3)CC2)c(C)c1,0.5,5,8,6,0.3,5,6,x,0,3,x
S=C(NCc1ccccc1)N1CCN(C2CCCCC2)CC1,1.9,-6,14,-6,0.0,3,6,-4,11,-9,-3
COCCCNC(=O)/C(=C\c1cccn1C)NC(=O)c1cccs1,7.0,13,-5,-25,0.1,1,6,1,0,-1,-6
O=C(c1ccc(Cl)c(F)c1F)N1CCOCC1,0.1,16,2,2,0.1,7,-3,1,2,11,-7
CCCn1c(SCC(=O)NC)nc2sc3c(c2c1=O)CCC3,0.5,0,-34,12,-0.1,-3,9,0,-10,9,-5
Nc1c(C(=O)O)nnn1Cc1ccccc1,0.3,4,-3,20,-0.1,11,4,-1,-4,0,-8
C[C@@H](CN1C2=NC[C@H](Cc3ccccc3)N2C[C@H]1Cc1ccc(O)cc1)NC(=O)CCC1CCCCC1,-4.9,-5,-15,14,0.0,-3,-1,4,15,44,-10
Cc1ccc(N/C=C2\CCCCC2=O)nc1,0.4,-40,-37,1,-0.3,6,-127,2,2,-92,-5
O=C(CO/N=C/c1ccccc1O)N1CCc2ccccc21,-0.7,-23,-67,-14,-0.1,7,-156,0,-2,-118,-4
c1ccc(C2=NC(c3ccccc3)N=C(c3ccccc3)N2)cc1,-4.3,2,-31,12,0.4,5,8,-1,-8,7,x
CCOC(=O)c1c(/N=C/N(C)C)sc2c1CCC2,-3.2,11,-38,4,0.0,-13,12,1,2,-3,-3
C/C(=N\NC(=S)NCCc1ccccc1)c1cccc(Br)c1,0.1,-8,27,-5,-0.1,-18,-68,-2,-2,-24,-7
N#CC1(C#N)CC(C=O)=C(N)C1(C#N)CC(=O)c1ccc(F)cc1 (stereo unspecified),0.9,-5,-4,-2,0.1,24,12,-4,0,9,-3
Cc1ccc(OCC(=O)Nc2ccc(F)cc2)cc1,2.6,-64,-16,-2,-0.2,6,-232,-3,1,-269,-9
CCOC(=O)c1ccc(N(CC2CO2)S(=O)(=O)c2ccc(C)cc2)cc1 (stereo unspecified),0.2,3,4,0,0.6,23,12,x,-16,-7,-5
CCN(CC)C(=O)C1CCN(S(=O)(=O)c2ccc3c(c2)CCCN3C(=O)C2CCC2)CC1,0.5,6,34,-1,0.0,4,18,2,0,7,-15
COc1ccc(/C(N)=N/OC(=O)Oc2ccccc2)cc1,2.9,3,-5,-15,-0.3,37,7,0,-2,9,-4
CCOC1=C2[C@H](c3ccccc3Cl)N(S(=O)(=O)c3ccc(C)cc3)C[C@H]2C(C#N)(C#N)C(C#N)(C#N)C1,-1.3,x,-10,x,0.3,x,61*,x,-2,50,-6
CCOC(=O)c1nccnc1C(=O)Nc1ccc(C(F)(F)F)cc1,-0.6,-1,-14,-2,-0.1,7,16,-2,-1,2,6
Cc1noc(C)c1NC(=O)Nc1ccc2c(c1)C(=O)N([C@H](C)CO)C[C@H](C)[C@@H](CN(C)C(=O)Nc1ccc(C(F)(F)F)cc1)O2,-1.8,8,4,-3,-0.3,15,12,x,-3,-5,-6
CCOc1ccccc1Nc1nc(N)nc(CSc2nncn2C)n1,0.3,11,-8,-4,-0.2,x,10,1,-2,4,-5
Cc1cc(Cl)ccc1NC(=O)CCN1C(=O)NC(C)(C)C1=O,1.0,0,6,0,0.0,x,4,2,-2,17,-17
CC1CC(C)CN(S(=O)(=O)c2ccc(C(=O)Nc3nnc(-c4cccs4)o3)cc2)C1 (stereo unspecified),3.1,32,7,-3,3.1,13,28,5,-2,49,x
Cc1onc(-c2ccncc2)c1C(=O)O,1.1,3,-18,-2,0.0,9,15,-2,-6,1,-5
CN1C2CCC1CC(NC(=O)CSc1ccc(Cl)cc1)C2 (stereo unspecified),-0.5,-54,-18,-7,-0.2,4,-5,4,-3,0,-4
COc1cc(/C=N/NC(=O)Nc2cccc3nsnc23)cc(OC)c1OC,0.0,-30,-10,2,0.0,8,9,x,-2,22,x
COc1ccccc1-c1cn[nH]c1-c1ccc(OCc2ccc(F)cc2)cc1O,-0.7,0,9,0,-0.2,-1,19,2,15,23,-5
O=C(C(=O)N1CCOCC1)c1cn(CC(=O)N2CCCCC2)c2ccccc12,-0.6,14,-6,-12,-0.4,-3,10,0,-2,27,3
CC(Oc1ccc(Br)cc1)C(=O)N1CCC(C(N)=O)CC1 (stereo unspecified),-0.6,1,1,-9,0.2,-5,18,4,1,-3,-2
CCn1c(CC(=O)Nc2ccc(C)c(Cl)c2)nnc1SCC(=O)Nc1nc(C)cs1,-1.3,-8,15,7,-0.2,-7,-4,5,-1,19,-8
N#CNC(=Nc1ccc(Cl)cc1)Oc1ccccc1,0.1,10,-51,-5,0.1,5,12,0,1,11,5
Cc1ccccc1OCCC(=O)OCC(=O)NCCNC(=O)COC(=O)CCOc1ccccc1C,-0.5,-6,-8,22,0.0,2,-2,5,0,9,-6
CCc1ccccc1NC(=O)CNC(=O)c1ccccc1OCc1c(C)noc1C,-0.4,10,0,-9,0.1,-8,3,-4,-3,-2,-5
O=C(/C=C/c1ccccc1Cl)NC1CCS(=O)(=O)C1 (stereo unspecified),-0.6,-9,-29,-5,0.0,2,-6,1,26,-16,-5
CCOC(=O)C(NC(C)=O)C(O)c1ccc([N+](=O)[O-])cc1 (stereo unspecified),-0.4,-6,-4,3,0.0,0,14,2,1,9,-5
c1ccc(OCCCCn2cnc3ccccc32)cc1,-1.8,-9,19,2,0.2,-9,-36,1,3,-33,x
Cc1cccc(Nc2nc(-c3ccc(O)c(O)c3)cs2)n1,-1.0,-94,-86,-1,-0.4,64*,-348,-1,-13,-259,-19
O=C(NCC(c1ccco1)N1CCc2ccccc2C1)c1cccc(F)c1 (stereo unspecified),0.2,-3,0,-3,0.0,-10,17,2,-14,14,-7
Cc1cc(C(=O)CCC(=O)Nc2ccc(C(N)=O)cc2)c(C)s1,-1.6,x,-28,-44,-0.1,12,-12,x,-4,9,-12
# (listing goes on)
SMILES,hiPSC survival,MITF TRPM1 inh,NR2E3 ag-1,PDI turbidity,aDG glyco act,Vif imaging,HIF-2a inh,NR2E3 ag-2,Granule exo inh,Peg3 prom inh,CaV13 FRET inh
CCOC(=O)COn1c(-n2nc(C)cc2C)nc2ccccc2c1=O,-0.5,-8,9,-4,0.1,16,-3,0,u,-7,-4
CN1CCN(C(=O)C2CCN(S(=O)(=O)c3ccc4c(c3)oc(=O)n4C)CC2)CC1,0.6,-2,-6,3,0.1,1,12,0,3,2,-7
CC1CCCCC1NC(=O)C1CCN(S(=O)(=O)N2CCCCCC2)CC1 (stereo unspecified),-1.6,0,-11,4,0.4,11,17,6,2,1,-5
Cc1cc(S(=O)(=O)Nc2cccc([N+](=O)[O-])c2)c(C)s1,-0.3,4,-14,-8,-0.1,-5,2,-1,0,14,-19
Cc1cccc(OCc2nnc(SCC(=O)NCCc3ccccc3)o2)c1,-0.8,8,-17,-4,3.2,35,8,-2,1,6,-9

# 3 entries from above, arranged by SMILES length, rising:
SMILES,hiPSC survival,MITF TRPM1 inh,NR2E3 ag-1,PDI turbidity,aDG glyco act,Vif imaging,HIF-2a inh,NR2E3 ag-2,Granule exo inh,Peg3 prom inh,CaV13 FRET inh
Cc1cccc(OCc2nnc(SCC(=O)NCCc3ccccc3)o2)c1,-0.8,8,-17,-4,3.2,35,8,-2,1,6,-9
Cc1cc(C(=O)CCC(=O)Nc2ccc(C(N)=O)cc2)c(C)s1,-1.6,x,-28,-44,-0.1,12,-12,x,-4,9,-12
CN1CCN(C(=O)C2CCN(S(=O)(=O)c3ccc4c(c3)oc(=O)n4C)CC2)CC1,0.6,-2,-6,3,0.1,1,12,0,3,2,-7
